# Screening data as filed in PubChem BioAssay.
# GSK3B inh = blocks human GSK3beta kinase activity. P49841. GST-GSK3beta kinase, ADP-Glo luminescence, 60 min; active compounds read low. activity score (negative = inhibition), % at 10 µM. hit rate 0.038% among 300,000;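 active = more than half of replicate wells score below -50%, meaning over 50% inhibition versus plate controls; inconclusive = some replicates but at most half score below -50%; inactive = no replicate scores below -50%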;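 also: 0% = median DMSO wells and -100% = median GW8510 positive control wells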
# Target sequence (P49841 whole entry, looked up): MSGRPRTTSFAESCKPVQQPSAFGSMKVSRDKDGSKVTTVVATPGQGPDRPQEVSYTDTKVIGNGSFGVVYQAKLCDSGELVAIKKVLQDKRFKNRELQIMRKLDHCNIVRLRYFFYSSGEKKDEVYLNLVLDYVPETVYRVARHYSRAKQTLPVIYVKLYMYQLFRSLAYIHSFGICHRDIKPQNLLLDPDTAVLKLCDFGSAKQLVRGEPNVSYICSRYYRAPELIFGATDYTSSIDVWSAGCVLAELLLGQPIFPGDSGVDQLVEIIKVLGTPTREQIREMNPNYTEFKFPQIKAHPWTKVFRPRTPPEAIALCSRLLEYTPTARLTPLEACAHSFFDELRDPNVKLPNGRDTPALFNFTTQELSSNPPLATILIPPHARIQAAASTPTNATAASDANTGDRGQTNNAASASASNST
#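 Test system: GST-tagged human GSK3beta kinase, cell-free; evaluation: activity score scaled between in-plate DMSO and GW8510 controls; measured by: ADP-Glo luminescence; incubation: 60 min reaction, RT; benchmarks: DMSO and 20 µM GW8510; reagent: peptide substrate plus 25 µM ATP (final); medium: Tris/MgCl2 kinase buffer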
# HSF1 inhib = HSF1 inhibition; hit rate 0.77% among 300,000; NIH3T3-HGL HSE-luciferase, MG132-induced, luminescence 8 h; active compounds read low; activity change, negative = inhibition, % at 7.5 µM (by protocol);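 active = more than half of replicate wells show activity change below -50%, luminescence cut by over half; inconclusive = some wells, but at most half, below -50%; inactive = no replicate well below -50%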;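 also: luciferase reports HSF-1 transcriptional activity via heat shock element; 0% = median of DMSO wells and -100% = zero luminescence signal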
# PolyA inh = blocks polyadenylation in yeast reporter cells | S. cerevisiae SKY197-pL101 polyadenylation reporter, beta-gal luminescence; efflux-impaired pdr1/pdr3 knockout yeast; score 100 = 6 SD above DMSO | calls only at 12 µM | hit rate 0.02% among 300,000;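 active = lowest replicate activity score at least 50, where 100 means six control SD above control mean; inconclusive = lowest score under 50 but half or more replicates reach 50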;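 also: yeast exposed to compound for 9 h at 30 °C; higher score means more reporter readthrough which indicates perturbed polyadenylation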
# HDAC3 inhib = human HDAC3 inhibition; inhibition, % at 8.3 µM; hit rate 0.15% among 320,000; recombinant HDAC3, fluorogenic peptide/trypsin coupled, fluorescence; O15379; in the data active = inhibition above about 26%, passing the limit was not always enough; inconclusive = no clear call, values can overlap the other calls
# GSK3A inh = blocks human GSK-3 alpha kinase | P49840 | ADP-Glo luminescence, 60 min | inhibition, % at 10 µM | hit rate 0.1% among 320,000;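 in the data active = inhibition above about 50%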;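 also: GST-tagged GSK-3 alpha with peptide substrate and 25 µM ATP; 0% = DMSO neutral wells and 100% = GW8510 positive control wells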
# Target sequence (P49840 whole entry, looked up): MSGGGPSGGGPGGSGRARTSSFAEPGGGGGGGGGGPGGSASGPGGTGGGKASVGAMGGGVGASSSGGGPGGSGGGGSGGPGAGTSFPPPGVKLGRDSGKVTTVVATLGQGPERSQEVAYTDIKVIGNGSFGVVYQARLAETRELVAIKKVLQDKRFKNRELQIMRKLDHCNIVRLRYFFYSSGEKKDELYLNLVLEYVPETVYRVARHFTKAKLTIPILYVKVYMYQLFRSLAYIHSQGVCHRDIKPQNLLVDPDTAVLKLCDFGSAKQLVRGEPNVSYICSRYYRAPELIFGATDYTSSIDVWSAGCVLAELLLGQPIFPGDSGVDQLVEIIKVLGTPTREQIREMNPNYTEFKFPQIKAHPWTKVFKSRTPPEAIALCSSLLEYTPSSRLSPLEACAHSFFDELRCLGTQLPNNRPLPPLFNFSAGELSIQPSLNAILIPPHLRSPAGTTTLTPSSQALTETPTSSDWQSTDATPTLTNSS
# AI-2 QS mod = modulates the Vibrio harveyi AI-2 quorum sensing system; Vibrio harveyi JMH597 AI-2 luminescence/OD600 ratio, 9 h; active compounds read low; strain lacks LuxN and CqsS sensors; 0 = neutral-control median; activity change, % at 7.5 µM; hit rate 0.4% among 300,000; AID 2094; in the data active = activity change below about -75%, passing the limit was not always enough; inconclusive = no clear call, values can overlap the other calls;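 also: luminescence divided by OD600 gain over 9 h not by final OD600 alone; inactives centre near 13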
# Platelet DG rel = modulates dense granule release in human platelets | inhibition, %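 (compounds screened at 7.5 µM in platelet-rich plasma)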 | hit rate 0.22% among 300,000 | human platelet-rich plasma, SFLLRN dense granule ATP release, luminescence;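 active = mean replicate score, as percent of positive control, at or above 50; inconclusive = mean below 50 but at least one replicate at or above 50; inactive = mean and every replicate below 50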
# DYRK1A inh = Dyrk1A (rat) kinase inhibition; inhibition, % at 12.5 µM; ADP-Glo luminescence, NFATc1 peptide; hit rate 0.43% among 310,000; in the data active = inhibition above about 50%;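 also: plate controls were vehicle with enzyme for no effect and no enzyme for full effect; many of its hits are not listed in these tables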
# HSF1 activator = increases HSF-1 driven luciferase reporter signal; hit rate 1.7% among 300,000; NIH3T3-HGL HSF-1 luciferase reporter, MG132, 8 h; 100% = twice DMSO control signal; activation, % at 9 µM;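 active = mean replicate activation of at least 50% with a set share of replicates each reaching 50%; inconclusive = only one of those two conditions met; inactive = mean below 50% and too few replicates reaching it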;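 also: 0% = median of the neutral control wells and 100% = twice that signal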
# HSP90 inh = blocks HSP90-mediated luciferase refolding in reticulocyte lysate; inhibition, % at 5.6 µM; Rabbit reticulocyte lysate, luciferase refolding luminescence, 3 h; hit rate 0.91% among 290,000;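 active = inhibition above the screen-wide mean plus 3 SD, computed separately per campaign, cut at about 16% in these data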;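 also: 0% = DMSO wells and 100% = 60 µM geldanamycin wells; inhibitors lower the luminescence because luciferase stays unfolded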
# * hit, by the source's call; i = inactive; ? = inconclusive; . = no result given.
SMILES,GSK3B inh,HSF1 inhib,PolyA inh,HDAC3 inhib,GSK3A inh,AI-2 QS mod,Platelet DG rel,DYRK1A inh,HSF1 activator,HSP90 inh
COc1cc(C=O)ccc1OCCSc1ccc(C)cc1,-1,20,i,-1,-2,13,-4,7,17,-4
C=CCNC(=O)c1c(Cl)nc(C)c([N+](=O)[O-])c1C,0,0,i,-4,2,27,-11,3,-7,1
CC(=O)OCCc1c(C)nc2nc[nH]n2c1=O,0,-28,i,2,-5,25,2,2,-19,1
Cc1cc(C)c2c(N)c(-c3nc4ccccc4[nH]3)sc2n1,2,33,i,4,2,40,-1,3,73*,-4
C=CCn1c(NCc2ccccc2O)nc2ccccc21,4,2,i,8,-1,22,9,-6,22,-2
S=c1[nH]nc(-c2n[nH]c3c2CCC3)n1/N=C/C=C/c1ccccc1,1,-7,i,16,-2,9,3,.,-4,1
Cc1ccc2nc(N/N=C\c3ccc([N+](=O)[O-])o3)nc(-c3ccccc3)c2c1,-1,15,.,2,-2,0,-2,6,1,0
CC(C)(CSc1nncn1N)NS(=O)(=O)c1ccc(Cl)cc1,1,0,i,-1,0,6,-10,-1,11,3
CCCCCc1cc(=O)oc2c(C(CCN3CCCC(C)C3)c3cc(OC)c(OC)c(OC)c3)c(OC)cc(OC)c12 (stereo not drawn),-6,11,i,15,2,5,7,3,-8,.
CC(C)C(NC(=O)c1ccc([N+](=O)[O-])cc1Cl)C(=O)N1CCCC1 (stereo not drawn),0,2,i,8,1,6,-3,-2,10,-2
CCOC(=O)C(=O)N(CC)C1CCS(=O)(=O)C1 (stereo not drawn),-2,.,i,4,9,12,.,5,.,1
NC(=O)C1(NC(=O)[C@@H]2CC3(CC(c4cccc(NC(=O)[C@@H]5CCC(=O)N5)c4)=NO3)CN2C(=O)Cc2ccc(C(F)(F)F)cc2)CC1 (stereo partly drawn),0,-3,i,8,-4,5,-9,0,-18,1
CN1/C(=C\C=C2/SC(=S)N(CC(=O)O)C2=O)C(C)(C)c2ccccc21,0,5,i,6,5,-6,20,36,-11,-1
CC(C)(C)N(Cc1ccccc1)C(=O)COC(=O)[C@@H]1CCCN1C(=O)c1cccs1,2,-2,i,-1,-1,13,-2,18,10,.
CCN1CCN(C2=C(NS(=O)(=O)c3ccc(Br)cc3)C(=O)c3ccccc3C2=O)CC1,-1,-3,i,7,-2,-2,13,0,-9,6
CON(C)S(=O)(=O)c1cccc(C(=O)NC2CCSc3ccccc32)c1 (stereo not drawn),.,-3,i,-6,-2,.,-2,1,5,0
COc1ccc(OC)c(S(=O)(=O)Nc2cccc(F)c2)c1,-1,-2,i,3,-1,10,-13,2,-5,1
CCOc1cc(C(=S)N2CCOCC2)ccc1OC(=O)/C=C/c1ccc(OC)c(OC)c1,0,-3,i,9,-2,46,-4,17,-2,2
Cn1c(=O)c2c(nc(CN3CCN(C(=O)c4ccco4)CC3)n2CCCc2ccccc2)n(C)c1=O,1,-2,i,.,-3,47,1,4,1,-4
COc1ccc(NC(=O)COC(=O)CCNS(=O)(=O)c2ccccc2)cc1OC,-2,3,i,3,7,20,2,-4,36,0
CC(C)CCNC(=O)CCc1nnc2n(CCCOC(C)C)c(=O)c3ccccc3n12,4,-1,i,-2,-1,17,-2,-2,18,-2
Oc1ccc2ccccc2c1C=NCc1cn2ccsc2n1,3,-3,i,0,5,21,9,10,2,0
CCCNC(=O)c1cn(CC)c2cc(N3CCN(C(=O)c4ccco4)CC3)c(F)cc2c1=O,.,-2,i,-19,-1,5,0,-3,-2,-2
COC(=O)CCCC1=CC2=CC(=O)C(C)(OC(=O)c3cccs3)C(=O)C2=CN1CCCOC(C)C (stereo not drawn),3,3,i,4,-3,41,-2,-1,-2,.
CCn1c(SCC(=O)Nc2ccc(OC)c(OC)c2)nnc1-c1cnccn1,0,0,i,0,1,30,-3,-5,0,-2
O=C(Cn1nnc2ccccc2c1=O)N[C@@H](Cc1ccccc1)C(=O)O,-2,-6,i,-3,-2,4,-2,5,-4,5
O=C(NCCc1ccc(Cl)cc1)C1COc2ccccc2O1 (stereo not drawn),0,8,i,3,-3,18,-5,-3,10,1
CCOC(=O)CC1CCCCN1C(=O)c1ccc2oc(CCc3ccccc3)nc2c1 (stereo not drawn),2,13,i,?,1,3,-1,-3,9,-1
O=C(NCc1ccncc1)C1CCCCC1,-2,-9,i,14,0,31,-3,-8,-20,3
FC(F)(F)c1cnc2c(-c3ccccc3)n[nH]c2c1,-5,22,i,.,.,-8,-5,1,49,-5
CCCCn1c(-c2csc(CCC)c2)n[nH]c1=S,-2,-5,i,3,2,19,-1,1,6,5
NS(=O)(=O)c1ccc(NC(=S)NC2CCCCC2)cc1,1,.,i,-1,-1,8,-3,.,.,0
CCN(CC)CCOC(=O)C1(C2CCCCC2)CCCCC1,4,-2,i,1,-2,18,0,-8,1,0
Cc1ccc([N+](=O)[O-])cc1N(CC(=O)Nc1ccc(S(=O)(=O)Nc2cccc(C(F)(F)F)c2)cc1)S(C)(=O)=O,4,0,i,.,.,-4,1,12,27,2
CCOc1ccc(CCNC(=O)c2cc(-c3ccccc3)c(N3CCOCC3)s2)cc1OCC,-8,-3,i,-4,-2,.,20,-3,-12,0
Cc1cccc(NC(=O)C2Cc3ccccc3CN2C(=O)OCc2ccccc2)c1C (stereo not drawn),-2,-1,i,-1,-4,30,3,-5,6,4
CCOc1ccccc1-c1nc(-c2ccc(NC(=O)Cc3ccc(OC)cc3)cc2)no1,3,-5,i,2,-3,26,1,1,-7,-1
Cc1nc2ccc(Br)cn2c1C(=O)N/N=C\c1ccc(C(C)C)cc1,-1,5,i,-3,3,16,-4,5,-8,-3
Cc1ccc(N=C2C(=O)Nc3c(C)cccc32)cc1,-2,-10,i,6,-2,6,1,4,-16,4
CN(C)Cc1c(O)ccc2c(=O)c(-c3ccccc3Cl)coc12,.,1,i,-47,0,.,-1,-3,-4,0
Cc1ccc(C2=NS(=O)(=O)N(C)C(C(=O)NCc3cccs3)=C2)cc1,-2,3,i,.,-3,46,-6,-1,5,-1
CN(C)S(=O)(=O)c1ccc(NCC2COc3ccccc3O2)c([N+](=O)[O-])c1 (stereo not drawn),1,15,i,9,4,8,3,0,21,1
CN(CC(=O)NCCc1ccccc1)S(=O)(=O)c1cnc[nH]1,0,0,i,.,-1,3,-4,-5,-8,-2
O=C(NC(=S)NC1CC1)c1cccnc1,-2,-1,i,-4,1,30,4,0,2,-7
CSCCC(=O)N1CCCC(CNC(=O)c2ccc(-c3ccccc3)cc2)C1 (stereo not drawn),0,-6,i,0,-2,20,4,1,21,-2
Cn1c(Cc2ccccc2)nnc1SCC(=O)N1CCN(c2ccccc2)CC1,5,-3,i,0,-2,31,2,-3,13,1
COc1ccc(S(=O)(=O)n2nc(-c3ccc(Cl)cc3)cc2N)cc1OC,3,5,i,?,-1,37,-8,-2,2,0
O=C(Nc1ccc2oc(-c3ccncc3)nc2c1)c1ccc(Br)o1,6,0,i,-3,-1,10,0,-1,18,5
COc1ccc(/C=C/C(=O)N2CCN(c3ccccn3)CC2)cc1OC,2,-44,i,1,-1,26,7,9,-58,-4
O=c1oc2cc(Br)ccc2n1CSC1=NCCS1,.,.,.,13,3,.,.,4,.,-6
CN(Cc1ccc(C(C)(C)C)cc1)C(=O)c1ccc2c(=O)n3c(nc2c1)CCC3,6,-3,i,-2,-2,15,-1,0,-5,.
O=C(CN1CCCC1)Nc1ccc(NC(=O)Nc2ccccc2Cl)cc1,0,6,i,1,0,8,-2,5,23,5
Cc1ccccc1-n1c(SCC(=O)NC(N)=O)nc2sc(-c3ccccc3)cc2c1=O,-2,5,i,-2,-1,26,11,-5,5,8
O=C(Cc1ccccc1)n1nc(-c2ccco2)nc1SCc1ccccc1,-1,6,i,6,-1,-25,-7,-4,19,-3
COc1cc(NC(=O)CSc2nc3c(c(=O)[nH]2)CCCC3)cc(OC)c1OC,0,0,i,2,-1,2,5,0,-2,7
COc1ccc(-c2ccc(SCC(=O)c3ccc(F)cc3)nn2)cc1OC,2,8,i,13,1,1,-7,-3,25,-2
COc1cc(C2C3=C(CC(C)(C)CC3=O)OC3=C2C(=O)CC(C)(C)C3)cc([N+](=O)[O-])c1O,2,7,i,-3,-4,-2,4,-2,5,3
Fc1ccc(-c2csc(Nc3ccccn3)n2)cc1,.,19,i,0,3,.,9,3,44,5
COc1ccc(C)cc1NC(=O)CN1CCN(c2ccc(F)cc2)CC1,1,2,i,5,-7,38,1,13,3,1
CCOc1ccc(NC(=S)N(CCN2CCOCC2)Cc2cc3cc4c(cc3[nH]c2=O)OCO4)cc1,-1,-1,i,5,-3,-11,-7,3,-15,-5

# Reprinted at random: three compounds from above.
SMILES,GSK3B inh,HSF1 inhib,PolyA inh,HDAC3 inhib,GSK3A inh,AI-2 QS mod,Platelet DG rel,DYRK1A inh,HSF1 activator,HSP90 inh
CCOc1ccccc1-c1nc(-c2ccc(NC(=O)Cc3ccc(OC)cc3)cc2)no1,3,-5,i,2,-3,26,1,1,-7,-1
O=c1oc2cc(Br)ccc2n1CSC1=NCCS1,.,.,.,13,3,.,.,4,.,-6
C=CCn1c(NCc2ccccc2O)nc2ccccc21,4,2,i,8,-1,22,9,-6,22,-2

# Continued:
SMILES,GSK3B inh,HSF1 inhib,PolyA inh,HDAC3 inhib,GSK3A inh,AI-2 QS mod,Platelet DG rel,DYRK1A inh,HSF1 activator,HSP90 inh
CCOC(=O)c1c[nH]c2c(C(F)(F)F)cccc2c1=O,-1,-5,i,-3,-1,21,-2,8,2,-3
Cc1ccccc1S(=O)(=O)Cc1ccc(C(=O)NCCCN2CCCC(C)C2)o1 (stereo not drawn),-1,1,i,-3,0,13,3,-3,-17,2
CCCCN(C(=O)CSc1nnc(Nc2ccccc2)s1)c1c(N)n(CCC)c(=O)[nH]c1=O,0,.,i,2,2,13,-1,3,.,4
CC(CC(=O)Nc1nncs1)c1ccccc1 (stereo not drawn),0,1,i,-6,-1,7,10,-2,-2,-2
O=C(COC(=O)c1ccc(CNS(=O)(=O)c2ccc(F)c(Cl)c2)cc1)NCC1CCCCC1,-5,1,i,-3,0,23,5,-1,22,3
O=C1CC(c2ccccc2Br)c2cc3c(cc2N1)CCC3 (stereo not drawn),0,1,i,3,-2,5,-11,.,5,-2
COc1ccc(C2/C=C\CNCC(=O)N2Cc2ccc(F)cc2)cc1 (stereo not drawn),0,0,i,0,-2,-2,6,-6,.,.
CCOc1ccc(-c2ncncc2-c2ccccc2OC)c(O)c1,-2,-5,i,4,3,-9,-1,0,9,9
O=C(c1cc([N+](=O)[O-])ccc1N1CCOCC1)N1CCN(S(=O)(=O)c2cc(Cl)ccc2Cl)CC1,-2,-11,i,15,-1,23,-4,10,-10,.

# The list is partial; rates above refer to the full screens.
